PME-1 inh: PME-1 inhibitors via competitive probe labeling, primary screen, biochemical, fluorescence polarization, FP-Rh probe, HTS. Protein phosphatase methylesterase 1 (Homo sapiens), Q9Y570. recombinant PME-1. inhibition, % at 5.9 µM. 320,000 compounds, 0.53% hits. AID 2130, 2009;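 active means inhibition above the campaign mean of all compounds plus 3 SD, cut at about 26% in these data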;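 further: competitive labeling of PME-1 active site by serine hydrolase directed probe; 0% = PME-1 with DMSO and 100% = wells lacking PME-1 enzyme; inhibitors block probe labeling so polarization falls and inhibition rises; many of its hits are not listed in these tables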
Target sequence (Q9Y570 whole entry, looked up): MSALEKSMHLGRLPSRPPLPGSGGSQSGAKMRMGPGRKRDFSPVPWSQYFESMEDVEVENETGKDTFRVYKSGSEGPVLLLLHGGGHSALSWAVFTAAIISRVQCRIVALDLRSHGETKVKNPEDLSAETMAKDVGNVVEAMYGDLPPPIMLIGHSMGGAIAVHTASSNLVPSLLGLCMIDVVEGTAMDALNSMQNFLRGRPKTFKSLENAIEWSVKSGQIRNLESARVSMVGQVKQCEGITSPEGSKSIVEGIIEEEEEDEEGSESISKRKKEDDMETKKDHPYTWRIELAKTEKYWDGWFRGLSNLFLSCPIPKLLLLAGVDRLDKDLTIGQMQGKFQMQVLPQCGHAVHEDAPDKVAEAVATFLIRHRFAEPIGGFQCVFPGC
Bcl-xL primary: inhibitors of human Bcl-xL, primary screen, biochemical, fluorescence polarization, HTS. Bcl-2-like protein 1 (Homo sapiens), Q07817. GST-Bcl-xL / FITC-Bim BH3 peptide fluorescence polarization. inhibition, % at 10.9 µM. 320,000 compounds, 0.7% hits. AID 2129, 2009;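 active means inhibition above the mean of all tested compounds plus 3 SD, cutoff set per campaign, cut at about 30% in these data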;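 further: 0% = DMSO wells and 100% = unlabeled Bim-BH3 peptide competitor; inhibitors lower millipolarization by displacing the labeled peptide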
Target sequence (Q07817 whole entry, looked up): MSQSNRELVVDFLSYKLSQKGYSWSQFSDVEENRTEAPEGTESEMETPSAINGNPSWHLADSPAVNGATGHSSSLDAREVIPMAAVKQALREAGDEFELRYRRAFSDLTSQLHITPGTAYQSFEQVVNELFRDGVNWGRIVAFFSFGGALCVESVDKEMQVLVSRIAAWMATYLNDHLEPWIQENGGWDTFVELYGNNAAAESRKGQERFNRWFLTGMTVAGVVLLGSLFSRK
MEX-5 binding: MEX-5 zinc finger RNA-binding disruptors – biochemical, C. elegans, fluorescence polarization, MLPCN library, primary screen | AID 1832, 2009 | Zinc finger protein mex-5 (Caenorhabditis elegans), Q9XUB2 | 300,000 compounds, 0.38% hits | activity score (negative = inhibition of binding), % at 10 µM | MEX-5/FITC-TCR2 RNA binding; hits give low values;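 active means inhibition past about -25% in most replicates, and total fluorescence under double the plate's negative control median, limit read from the data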;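 further: 0% = DMSO and -100% = 5 µM competing unlabeled TCR2 RNA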
GLD-1 TGE inh: GLD-1/TGE RNA complex disruptors, primary screen, biochemical, fluorescence polarization; 320,000 compounds, 0.44% hits; AID 2280, 2010; inhibition, % at 5.96 µM; Female germline-specific tumor suppressor gld-1 (Caenorhabditis elegans), Q17339; purified GLD-1 + fluorescein TGE RNA;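 active means percent inhibition above a per-plate cutoff, the plate mean of test compounds plus 3 SD, cut at about 30% in these data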;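 further: 0% = DMSO wells with GLD-1 and probe and 100% = wells lacking GLD-1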
pPAFAH FP inh: pPAFAH enzyme inhibitors, primary screen, biochemical, fluorescence polarization, human | Platelet-activating factor acetylhydrolase (Homo sapiens), Q13093 | recombinant pPAFAH, FP-rhodamine probe fluorescence polarization | inhibition, % at 3.39 µM | 330,000 compounds, 1.5% hits | AID 463082, 2010;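 active means inhibition above the mean inhibition across the screen plus 3 SD, cut at about 25% in these data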;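 further: inhibitors block binding of the rhodamine activity-based probe so polarization drops; 0% = enzyme with DMSO and 100% = wells lacking pPAFAH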
PAFAH1B2 inh: PAFAH1B2 enzyme inhibitors, primary screen, biochemical, fluorescence polarization, human; recombinant PAFAH1B2, FP-rhodamine activity probe; inhibition, % at 3.39 µM; 340,000 compounds, 1.2% hits; AID 492953, 2010;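 active means inhibition above the mean of all tested compounds plus 3 SD, cut at about 24% in these data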;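 further: 0% = enzyme with DMSO and 100% = wells lacking PAFAH1B2; many of its hits are not listed in these tables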
Target sequence (P68402 whole entry, looked up): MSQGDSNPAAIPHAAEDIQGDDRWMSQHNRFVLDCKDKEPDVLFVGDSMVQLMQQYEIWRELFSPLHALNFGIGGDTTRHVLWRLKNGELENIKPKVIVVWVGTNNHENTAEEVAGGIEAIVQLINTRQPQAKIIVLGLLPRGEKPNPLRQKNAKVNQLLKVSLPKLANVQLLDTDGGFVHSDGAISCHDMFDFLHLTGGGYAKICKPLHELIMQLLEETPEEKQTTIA
MCL1-BIM inh: inhibitors of MCL1 binding to BIM-BH3, primary screen, biochemical, fluorescence polarization | GST-MCL1 / FITC-Bim-BH3 fluorescence polarization | inhibition, % at 10.9 µM | 320,000 compounds, 0.68% hits | AID 2057, 2009;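 active means inhibition above the mean inhibition of all tested compounds plus 3 SD, set per campaign, cut at about 40% in these data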;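 further: 0% = DMSO wells and 100% = unlabeled Bim-BH3 peptide control; higher means more loss of mP so more displacement of Bim peptide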
Fam108B counter: mouse Fam108B serine hydrolase inhibitors, primary screen, counter-screen for RBBP9 inhibitor project, biochemical, fluorescence polarization. recombinant Fam108B, FP-Rh probe fluorescence polarization. 300,000 compounds, 0.33% hits. inhibition, % at 9.51 µM;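 active means inhibition above the screen mean inhibition plus 3 SD, computed separately per campaign, cut at about 18% in these data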;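 further: inhibitors lower polarization as less probe binds the enzyme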
AHR activator: AHR activators, primary screen, cell-based, luminescence, luciferase reporter, human | Aryl hydrocarbon receptor (Homo sapiens), P35869 | AHR-responsive luciferase reporter cells | activation, % at 5 µM | 320,000 compounds, 2.5% hits; in the data active means activation above about 47%;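 further: 0% = vehicle wells and 100% = reference agonist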
Active calls of the source: *. The list is partial; count on the stated rates, not on these rows.

Start of the data: the first 2 records, to show the layout:
COc1ccc(C(=O)NCc2nnc(SCC(=O)Nc3nnc(C)s3)o2)cc1 was read as PME-1 inh 1, Bcl-xL primary 6, MEX-5 binding 0.3, GLD-1 TGE inh 1, pPAFAH FP inh 5, PAFAH1B2 inh 9, MCL1-BIM inh -6, Fam108B counter 4 and AHR activator 1.
For CCN(CC)C(=O)COc1cccc2ccccc12 the results were PME-1 inh 2, Bcl-xL primary 1, MEX-5 binding -3.8, GLD-1 TGE inh 4, pPAFAH FP inh 4, PAFAH1B2 inh -1, MCL1-BIM inh 0, Fam108B counter -1 and AHR activator 15.

The list itself, from the start:
COc1ccc(C(=O)NCc2nnc(SCC(=O)Nc3nnc(C)s3)o2)cc1 was read as PME-1 inh 1, Bcl-xL primary 6, MEX-5 binding 0.3, GLD-1 TGE inh 1, pPAFAH FP inh 5, PAFAH1B2 inh 9, MCL1-BIM inh -6, Fam108B counter 4 and AHR activator 1.
For CCN(CC)C(=O)COc1cccc2ccccc12 the results were PME-1 inh 2, Bcl-xL primary 1, MEX-5 binding -3.8, GLD-1 TGE inh 4, pPAFAH FP inh 4, PAFAH1B2 inh -1, MCL1-BIM inh 0, Fam108B counter -1 and AHR activator 15.
For CCN(CC(=O)Nc1c(F)cccc1F)C(=O)c1cccc(S(=O)(=O)NCc2ccccc2)c1 the results were PME-1 inh -2, Bcl-xL primary -1, MEX-5 binding 0.7, GLD-1 TGE inh -2, pPAFAH FP inh 4, PAFAH1B2 inh -3, MCL1-BIM inh -10, Fam108B counter -1 and AHR activator -1.
`COc1ccc(-n2c(SCC(=O)Nc3cc(C)on3)nc3ccc(O)cc3c2=O)cc1OC` gave PME-1 inh -2, Bcl-xL primary -1, MEX-5 binding 1.1, GLD-1 TGE inh 1, pPAFAH FP inh 6, PAFAH1B2 inh 5, MCL1-BIM inh -5, Fam108B counter 3 and AHR activator 2.
O=c1ccc(/C=C/c2ccccc2)nn1Cc1ccccc1Cl was read as PME-1 inh 2, Bcl-xL primary 2, MEX-5 binding -1.5, GLD-1 TGE inh -3, pPAFAH FP inh 2, PAFAH1B2 inh -10, MCL1-BIM inh 5, Fam108B counter 1 and AHR activator 17.
For COc1cc(OCC(N)=O)cc(OC)c1OC the results were PME-1 inh 8, Bcl-xL primary -3, MEX-5 binding 1.3, GLD-1 TGE inh -2, pPAFAH FP inh 2, PAFAH1B2 inh 2, MCL1-BIM inh 2, Fam108B counter 1 and AHR activator 1.
Screening O=[N+]([O-])c1ccc(C2CCCC/C2=N/O)c([N+](=O)[O-])c1 (stereo unspecified) returned PME-1 inh 4, Bcl-xL primary 0, MEX-5 binding -1.1, GLD-1 TGE inh -2, pPAFAH FP inh 5, PAFAH1B2 inh 1, MCL1-BIM inh 4, Fam108B counter 1 and AHR activator -1.
Screening CCCCCCCSc1nnc(N)s1 returned PME-1 inh 2, Bcl-xL primary 8, MEX-5 binding -0.9, GLD-1 TGE inh 3, pPAFAH FP inh 1, PAFAH1B2 inh 2, MCL1-BIM inh 4, Fam108B counter 1 and AHR activator -1.
`O=C(Nc1nccs1)c1ccc(-c2ccc(Cl)cc2Cl)o1` gave PME-1 inh -12, Bcl-xL primary 3, MEX-5 binding 0.2, GLD-1 TGE inh -7, pPAFAH FP inh -13, PAFAH1B2 inh 0, MCL1-BIM inh 6, Fam108B counter 4 and AHR activator 4.
`Cc1ccc2c(c1)N(CCC(=O)NCC1COc3ccccc3O1)C(=O)CO2` (stereo unspecified) gave PME-1 inh -6, Bcl-xL primary -1, MEX-5 binding 0.9, GLD-1 TGE inh 5, pPAFAH FP inh 1, PAFAH1B2 inh 4, MCL1-BIM inh 0, Fam108B counter 0 and AHR activator 0.
`COc1ccc(NC(=O)CN(C)C(=O)CCNC(=O)c2ccccc2OC)cc1` gave PME-1 inh 1, Bcl-xL primary -8, MEX-5 binding 0.9, GLD-1 TGE inh -4, pPAFAH FP inh 2, PAFAH1B2 inh 2, MCL1-BIM inh -7, Fam108B counter -1 and AHR activator 6.
For Cc1cccc(OCC(=O)NCCCNC(=O)c2ccccn2)c1 the results were PME-1 inh -2, Bcl-xL primary -3, MEX-5 binding 2.8, GLD-1 TGE inh 4, pPAFAH FP inh 5, PAFAH1B2 inh 1, MCL1-BIM inh -6, Fam108B counter 0 and AHR activator 1.
CCC(CC)C(=O)c1c[nH]c(C(=O)N2CCN(c3ccccc3)CC2)c1 was read as PME-1 inh 0, Bcl-xL primary 2, MEX-5 binding 0.9, GLD-1 TGE inh 2, pPAFAH FP inh -5, PAFAH1B2 inh 7, MCL1-BIM inh 2, Fam108B counter -2 and AHR activator 8.
For COc1ccc(C(=O)Nc2ccnn2C2CCN(C(=O)c3cnsn3)CC2)cc1 the results were PME-1 inh -1, Bcl-xL primary 2, MEX-5 binding 0.6, GLD-1 TGE inh -3, pPAFAH FP inh 2, PAFAH1B2 inh 4, MCL1-BIM inh 7, Fam108B counter 2 and AHR activator 2.
Screening Cc1ccc2[nH]c(O)c(N=NC(=O)C3CC3c3ccccc3)c2c1Br (stereo unspecified) returned PME-1 inh -9, Bcl-xL primary 1, MEX-5 binding 0.0, GLD-1 TGE inh 13, pPAFAH FP inh 2, PAFAH1B2 inh 0, MCL1-BIM inh 3, Fam108B counter -5 and AHR activator 40.
For Cc1ccc(C2C(C#N)=C(N)N(c3ncn[nH]3)C3=C2C(=O)CC(C)(C)C3)cc1 (stereo unspecified) the results were PME-1 inh -2, Bcl-xL primary 3, MEX-5 binding 0.2, GLD-1 TGE inh 3, pPAFAH FP inh 0, PAFAH1B2 inh 2, MCL1-BIM inh 2, Fam108B counter 10 and AHR activator 0.
`CCC1SC(=NC(=O)c2ccc(Cl)c(Cl)c2)NC1=O` (stereo unspecified) gave PME-1 inh 7, Bcl-xL primary 9, MEX-5 binding 0.3, GLD-1 TGE inh 8, pPAFAH FP inh 0, PAFAH1B2 inh 3, MCL1-BIM inh 13, Fam108B counter -4 and AHR activator 1.
`Cc1csc(N2CCc3ccccc32)n1` gave PME-1 inh -2, Bcl-xL primary 2, MEX-5 binding 0.5, GLD-1 TGE inh 9, pPAFAH FP inh 2, PAFAH1B2 inh 6, MCL1-BIM inh -2, Fam108B counter 1 and AHR activator 0.
`CCC(C)Sc1nc2c(c(=O)[nH]c(=O)n2C)n1CC(O)COc1cccc2ccccc12` (stereo unspecified) gave PME-1 inh -1, Bcl-xL primary -8, MEX-5 binding 0.3, GLD-1 TGE inh 0, pPAFAH FP inh 5, PAFAH1B2 inh 8, MCL1-BIM inh -5, Fam108B counter 4 and AHR activator 20.
For C=C1CCN([C@@H](CC(C)C)C(=O)N2CCCC2)S(=O)(=O)c2ccccc21 the results were PME-1 inh -1, Bcl-xL primary 7, MEX-5 binding -2.5, GLD-1 TGE inh 1, pPAFAH FP inh 4, PAFAH1B2 inh 4, MCL1-BIM inh 4, Fam108B counter 2 and AHR activator -2.
Cc1cc(Nc2cccc(F)c2)nc(N2CCOCC2)n1 was read as PME-1 inh -7, Bcl-xL primary 2, MEX-5 binding 0.8, GLD-1 TGE inh 5, pPAFAH FP inh 6, PAFAH1B2 inh -5, MCL1-BIM inh 4, Fam108B counter 1 and AHR activator 19.
Screening COc1ccccc1C1CCN(Cc2ccccc2)CC1 returned PME-1 inh 2, Bcl-xL primary 2, MEX-5 binding 0.6, GLD-1 TGE inh 4, pPAFAH FP inh 0, PAFAH1B2 inh 3, MCL1-BIM inh -3, Fam108B counter 1 and AHR activator 1.
CC(Sc1n[nH]c(N)n1)C(=O)C12CC3CC(CC(C3)C1)C2 (stereo unspecified) was read as PME-1 inh -5, Bcl-xL primary 3, MEX-5 binding 0.1, GLD-1 TGE inh 4, pPAFAH FP inh -4, PAFAH1B2 inh 27*, MCL1-BIM inh 2, Fam108B counter 0 and AHR activator 0.
Screening Cc1ccccc1N(C(=O)c1snc(C(N)=O)c1N)C(C)C(=O)NC1CCCCC1 (stereo unspecified) returned PME-1 inh 1, Bcl-xL primary 3, MEX-5 binding 2.5, GLD-1 TGE inh 3, pPAFAH FP inh 6, PAFAH1B2 inh 1, MCL1-BIM inh -1, Fam108B counter -1 and AHR activator -3.
For CCOC(=O)c1sc(NC(=O)c2cccc(S(=O)(=O)N(CC)CC)c2)cc1C the results were PME-1 inh 5, Bcl-xL primary 2, MEX-5 binding 2.7, GLD-1 TGE inh 2, pPAFAH FP inh 12, PAFAH1B2 inh 3, MCL1-BIM inh 0, Fam108B counter -2 and AHR activator 10.
Screening COc1ccccc1C(=O)NCCC(=O)N(C)CC(=O)Nc1ccc(N2CCOCC2)cc1 returned PME-1 inh -2, Bcl-xL primary 2, MEX-5 binding -1.2, GLD-1 TGE inh 1, pPAFAH FP inh -1, PAFAH1B2 inh 2, MCL1-BIM inh 1, Fam108B counter -8 and AHR activator 8.
`Cc1cc(OCC(=O)NNC(=O)c2ccncc2)ccc1C(C)C` gave PME-1 inh 3, Bcl-xL primary 1, MEX-5 binding -2.4, GLD-1 TGE inh 6, pPAFAH FP inh 3, PAFAH1B2 inh 8, MCL1-BIM inh 1, Fam108B counter 1 and AHR activator 5.
CCOC(=O)C1(Cc2cccc(OC)c2)CCCN(C(=O)c2cc(C)[nH]n2)C1 (stereo unspecified) was read as PME-1 inh -1, Bcl-xL primary 4, MEX-5 binding 1.1, GLD-1 TGE inh -4, pPAFAH FP inh 2, PAFAH1B2 inh 9, MCL1-BIM inh 10, Fam108B counter 0 and AHR activator 3.
`O=C(Nc1cc(S(=O)(=O)N2CCCCC2)ccc1Cl)c1ccncc1` gave PME-1 inh 5, Bcl-xL primary 2, GLD-1 TGE inh -1, pPAFAH FP inh 1, PAFAH1B2 inh 2, MCL1-BIM inh 8 and AHR activator -1.
For CC(=O)Oc1ccc(/C=C2\C=C(c3ccc(C)cc3)OC2=O)cc1 the results were PME-1 inh -5, Bcl-xL primary 0, MEX-5 binding -4.6, GLD-1 TGE inh 4, pPAFAH FP inh 1, PAFAH1B2 inh -1, MCL1-BIM inh -1, Fam108B counter -6 and AHR activator 1.
`Cc1ccc(C(=O)Oc2ccccc2N2CCOCC2)cc1` gave PME-1 inh 1, Bcl-xL primary 22, MEX-5 binding 1.2, GLD-1 TGE inh 2, pPAFAH FP inh 2, PAFAH1B2 inh 1, MCL1-BIM inh 17, Fam108B counter 2 and AHR activator 0.
For FC(F)Oc1ccc(/C=N/n2c(Cc3ccc(Br)cc3)n[nH]c2=S)cc1 the results were PME-1 inh 6, Bcl-xL primary -3, MEX-5 binding 0.1, GLD-1 TGE inh 0, pPAFAH FP inh 8, PAFAH1B2 inh 20, MCL1-BIM inh -1, Fam108B counter 6 and AHR activator 8.
Screening Cc1ccc(-c2noc(CSc3nnc(Cc4cccs4)n3-c3ccccc3)n2)cc1 returned PME-1 inh 6, Bcl-xL primary -3, MEX-5 binding 1.4, GLD-1 TGE inh 9, pPAFAH FP inh 14, PAFAH1B2 inh 12, MCL1-BIM inh -1, Fam108B counter 1 and AHR activator -1.
